# Compound activity deposited in PubChem BioAssay by National Center for Advancing Translational Sciences (NCATS).
# TCR act: T cell receptor activation | primary human leukocytes, anti-CD3, IL-2 HTRF, 48 h | Potency, µM (series often up to 9.22 µM), for inactives: at the top dose activation of IL-2 secretion, hits mostly activators | 330,000 tested, under 10 active | AID 504894; also: % of control where 0% means no effect
#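 HTRF read-out of IL-2 secretion: europium cryptate donor excited at 320nm, d2 acceptor emission at 665nm. Cells were primary human leukocytes incubated 48 hr with compounds and a-CD3 beads, supplying TCR signal only.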
# TSHR antag: blocks TSH signaling through the human TSH receptor. TSHR-expressing cells, TSH-stimulated cAMP HTRF, 2 h; stronger effect = lower value. activity change, negative = inhibition, % at 11.5 µM. hit rate 0.2% among 330,000. AID 504810;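 active = activity change below a set negative limit, meaning inhibition stronger than a set level, cut at about -70% in these data; inconclusive = activity change between two set negative limits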; also: % is scaled to controls: 0 for no effect and ±100 for the full control effect
#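 Read-out is FRET at 665 nm (cryptate excitation 337 nm) from a cryptate-tagged anti-cAMP antibody, competed by cell cAMP against cAMP-d2. Compounds are tested on freshly harvested TSHR cells challenged with 4nM TSH (EC80) for 2 hours at 37 deg C.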
# KCNH2 3.1 inh: blocks the human KCNH2 3.1 channel isoform; U2OS KCNH2 3.1, thallium flux FluxOr; stronger effect = lower value; activity change, % (tested at about 1.8 µM); hit rate 0.95% among 340,000; AID 720553;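 active = maximum activity change below -70%; inconclusive = maximum activity change from -70% to -50%; inactive = maximum activity change above -50%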;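 also: thallium influx rate constant from kinetic fluorescence after stimulation buffer; % is scaled to controls: 0 for no effect and ±100 for the full control effect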
#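 U2OS cells transduced with KCNH2 3.1 mutant virus (1.77 x 10^8 /mL, 4 h), plated overnight at 37 C, loaded 45 min with FluxOr dye plus Red40 quencher. Thallium flux rate constant from kinetic reads after stimulation buffer, normalised to controls.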
# Eya2 phos inh: Eya2 (human) phosphatase inhibition. O00167. hit rate 0.006% among 330,000. Potency, µM (top dose mostly 76.9 µM), for the others: at the highest dose activity, negative = inhibition, most hits filed as inhibitors. recombinant Eya2, OMFP fluorescence dephosphorylation (OMFP is methylfluorescein phosphate); also: potency is read from the fitted curve at half-maximal effect; % is scaled to controls: 0 for no effect and ±100 for the full control effect
# Target sequence (O00167 whole entry, looked up): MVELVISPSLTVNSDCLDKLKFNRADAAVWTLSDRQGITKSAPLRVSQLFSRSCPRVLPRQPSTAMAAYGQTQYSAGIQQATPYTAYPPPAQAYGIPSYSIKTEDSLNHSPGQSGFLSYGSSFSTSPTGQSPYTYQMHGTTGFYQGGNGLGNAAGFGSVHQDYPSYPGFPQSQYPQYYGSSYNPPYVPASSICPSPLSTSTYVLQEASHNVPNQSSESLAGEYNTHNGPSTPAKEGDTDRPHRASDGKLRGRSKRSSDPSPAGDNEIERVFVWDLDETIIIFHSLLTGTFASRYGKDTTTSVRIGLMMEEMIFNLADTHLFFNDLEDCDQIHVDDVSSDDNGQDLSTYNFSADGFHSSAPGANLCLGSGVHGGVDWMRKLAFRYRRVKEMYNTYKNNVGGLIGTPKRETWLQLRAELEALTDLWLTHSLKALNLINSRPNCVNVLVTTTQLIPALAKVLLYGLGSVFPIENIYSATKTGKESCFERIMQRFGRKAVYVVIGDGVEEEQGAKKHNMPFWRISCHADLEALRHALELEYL
#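 Eya2 (0.2 uM) preincubated 10 min at ambient with compound, then OMFP substrate added at 50 uM; 10 min reaction in 50 mM HEPES pH 7.5, 50 mM NaCl, 5 uM MgCl2, 0.05% BSA, 1 mM DTT. Fluorescence read at Ex 485/Em 525 nm.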
# Mito fusion act: mitochondrial division inhibition or fusion activation; hit rate 0.23% among 320,000; S. cerevisiae fusion-defective mutant growth rescue, CellTiterGlo 48 h; AID 485298; Potency, µM (doses to about 46.1 µM), without a hit: top-dose growth rescue (activation), usual class: activators;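 also: potency is read from the fitted curve at half-maximal effect; % of control where 0% means no effect; nearly all actives have a fitted effect of over 45% in size; temperature-sensitive fusion mutants such as fzo1-1 at 37 °C on non-fermentable ethanol glycerol medium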
#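 Luminescent cell viability in 1536-well qHTS format served as the measure of rescued growth in ts fusion-mutant S. cerevisiae cultured on non-fermentable YPEG for 48 hours at 37C.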
# KCNH2 WT inh: blocks the wildtype human KCNH2 potassium channel. Q12809. activity change, % at 1.84 µM. hit rate 0.37% among 340,000. U2OS, BacMam KCNH2, thallium flux FluxOr; stronger effect = lower value;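 active = maximum activity change below -70%; inconclusive = maximum activity change between -70% and -50%; inactive = maximum activity change above -50%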; also: % is scaled to controls: 0 for no effect and ±100 for the full control effect
#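 U2OS cells were transduced with wild-type KCNH2 virus (2.03 x 10^8 / mL) for 4 h at room temperature, then cultured overnight at 37 C. Thallium flux was read with FluxOr dye. Rate constants were normalized to DMSO controls.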
# A-T KAP1 phos: potential ataxia-telangiectasia treatment. […] A-T fibroblasts, KAP-1 phosphorylation AlphaLISA; neocarzinostatin DNA damage 30 min before lysis. Potency, µM (highest dose often 57.5 µM), for inactives: at the highest dose activation, actives largely listed as activators. hit rate 0.19% among 320,000. AID 485349; also: potency is read from the fitted curve at half-maximal effect; % of control where 0% means no effect; nearly all actives have a fitted effect of over 45% in size
#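 ATM-like activity read as KAP-1 phosphorylation via AlphaLISA donor/acceptor antibody pairs after lysis and 6 hr at 25C. Cells were ATM-null patient fibroblasts ([…], hTERT), dosed 60 min, then exposed to the DSB inducer NCS for 30 min.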
# TRPV1 agonist: agonists of human vanilloid receptor 1 (TRPV1); AID 540275; Q8NER1; hit rate 0.19% among 320,000; TRPV1-expressing cells, Fluo-8 calcium influx, agonist mode; activation, % at 8.33 µM; in the data active = activation above about 80%; inconclusive = between about 30% and that limit; also: 0% is about no effect
#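 Fluo-8 calcium influx in TRPV1-expressing cells, kinetic read (ex 480/em 520 nm). Compound added and read 3 min for agonist activity, followed by capsaicin at EC20 final and 2 min further read for enhancement.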
# ELG1 DNA repair: inhibitors of ELG1-dependent DNA repair in HEK293T cells; HEK293T ELG1-luciferase reporter, luminescence, 16 h; DNA damage induced by 5-fluorouridine; Potency, µM (titrated, usually from 46.1 µM), for the others: at the top dose activity change, negative = inhibition, usual class: inhibitors; hit rate 2.3% among 330,000; AID 504467; also: potency is read from the fitted curve at half-maximal effect; % is scaled to controls: 0 for no effect and ±100 for the full control effect; nearly all actives have a fitted effect of over 55% in size
#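 Reporter activity after DNA damage by 5-fluorouridine is monitored. Compound-treated cells incubate 16 hr at 37 °C, then ONE-Glo is added for 30 min before luminescence reading.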
# USP2a block: inhibitors of human ubiquitin-specific protease USP2a; O75604; USP2 core, Ub-CHOP2 coupled fluorogenic reporter, 485/531; Potency, µM (titrated, usually from 38.3 µM), for the others: at the top dose activity change, negative = inhibition, usual class: inhibitors; hit rate 0.01% among 330,000;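 also: potency is read from the fitted curve at half-maximal effect; plate controls were DMSO wells for no effect and full inhibition by NEM control for full effect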
#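 USP2 core (10nM final) preincubated 30min RT with compound in 20mM Tris-HCl pH 8.0, 2mM CaCl2, 2mM beta-mercaptoethanol, 0.05% CHAPS; 25nM Ub-CHOP2 plus 25nM reporter substrate added, fluorescence (Ex485/Em531) read after 60min.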
# The depositor's hits bear a star; ? = inconclusive; nt = no result given; [ ] = remark or other dose. Unless noted, calls follow the shape of the dose curve; as a rule, active = well fitted curve in the direction sought with a large enough effect; inconclusive = small, poorly fitted or top-dose-only effect, or another doubt; inactive = no such curve, though single readings can be large; an effect the other way counts as inactive or inconclusive. Some of the compounds tested, so the mix of outcomes need not match the whole.
SMILES,TCR act,TSHR antag,KCNH2 3.1 inh,Eya2 phos inh,Mito fusion act,KCNH2 WT inh,A-T KAP1 phos,TRPV1 agonist,ELG1 DNA repair,USP2a block
O=[N+]([O-])c1ccc(NC2CCCC2)cc1,4%[46.1 µM],16,-3,-7%,8%,4,-8%,2,-4%,4%
CCN1CCN(c2nc(Nc3cccc(F)c3)nc(N)c2[N+](=O)[O-])CC1,-1%,-8,-18,1%,-2%,8,-3%,1,19%,-1%
O=S(=O)(Nc1cccnc1)c1ccc(Cl)cc1,nt,0,29,0%,3%,3,-5%,-1,5%,2%
N/C(=N\c1nc2c(c(=O)[nH]1)CCC2)Nc1cccc2ccccc12,-7%,7,-78*,?,-1%,9,-3%,-1,9%,0%
COc1cccc(NC(=S)N(CCCN2CCOCC2)C(C)c2cc3ccccc3o2)c1 (stereo not drawn),-7%,5,1,0%,0%,-1,4%,24,2%,-1%
O=C(NCCOc1ccccc1)C(=O)c1c[nH]c2ccccc12,1%,3,?,-17%,2%,-6,-5%,14,?,3%
O=C1CNCc2[nH]c3ccccc3c2N1c1ccccc1,4%,-6,16,18%,-1%,-13,-1%,1,-1%,2%
CCOC(=O)C1CCCN(C(=O)Cn2sc3nc(C)cc(C)c3c2=O)C1 (stereo not drawn),-4%,9,3,12%,-7%,-13,0%,-6,24%,2%
CCCCOC1(c2ccccc2)OC(=O)c2ccccc21 (stereo not drawn),nt,-1,-3,-4%,1%,3,20%,14,10%,-1%
CCN(CC)C(=O)Cn1cc(S(=O)(=O)CC(=O)NCc2ccccc2)c2ccccc21,4%,-5,nt,1%,3%,-2,25%,-4,8%,0%
CC(C)CCNC(=O)c1cc2c(=O)n3ccccc3nc2s1,-2%,3,32,?,4%,10,11%,0,?,4%
CC(=O)OCc1c(C(F)(F)F)nn(C)c1Oc1ccccc1,-2%,-7,6,-26%,2%,6,-4%,10,9%,-8%
Cc1c(Cl)c(-c2n[nH]c(=S)n2Cc2ccco2)nn1C,-9%,17,7,4%,-2%,-9,nt,0,5%,3%
COc1ccc(N2CCN(C(=O)c3ccc4c(c3)CC(c3ccccc3)OC4=O)CC2)cc1 (stereo not drawn),-4%,-12,?,3%,2%,1,10%,-1,-29%,-1%
O=C(Cn1nnc(-c2ccccc2)n1)N/N=C/c1ccc(-c2ccc(Cl)cc2)o1,0%[46.1 µM],-6,-15,-14%,-2%,-6,8%,5,-9%,1%
O=C(CCN1C(=O)C2C3C=CC(C3)C2C1=O)N1CCN(c2ccccn2)CC1 (stereo not drawn),2%[46.1 µM],-3,2,4%,-3%,-42,-2%,-2,2%,1%
Cc1ccc(CS(=O)Cc2ccc(C(=O)NCCc3ccccc3)o2)cc1 (stereo not drawn),3%,23,3,2%,-1%,0,14%,3,9%,3%
COc1ccc(C2=CC(c3cc(OC)c(OC)c(OC)c3)NC(=S)N2)cc1 (stereo not drawn),2%,4,-2,-6%,-1%,2,-1%,-4,-5%,5%
CCOC(=O)c1c(NC(=O)CSc2nc3ccccc3s2)sc(C)c1C,2%,-17,-3,-5%,11%,5,0%,1,-4%,-1%
COc1cccc(-c2nc(NCC3CCCO3)c3ccccc3n2)c1O (stereo not drawn),-3%,-14,2,11%,-3%,-6,-3%,?,?,-1%
CCOc1ccc2[nH]c(=O)c(CN(CCCO)S(=O)(=O)c3ccc(F)cc3)cc2c1,1%,-4,10,-2%,0%,2,3%,1,-9%,1%
CC(C)C(=O)NN1c2ccccc2CCc2ccccc21,-5%,-1,46,7%,0%,-6,-1%,-7,?,-1%
Cc1nn(C(C)C(=O)NCCc2ccco2)c(=O)c2nn(-c3ccccc3)c(C)c12 (stereo not drawn),-7%,-5,-1,-4%,1%,-4,3%,2,0%,2%
Cc1cc(NC(=O)CSc2cn(CCNC(=O)c3ccc(Cl)cc3)c3ccccc23)no1,-2%,-21,-9,18%,14%,0,20%,0,?,-13%
CCOCC(=O)Nc1ccccc1C(=O)O,-4%,-3,-13,2%,-2%,-3,3%,0,3%,-1%
COc1ccc2c(c1)oc(=O)c1ccccc12,-7%,3,0,-4%,11%,6,-11%,-2,?,-1%
COc1ccccc1C(=O)N/C(=C\c1cn(S(=O)(=O)N(C)C)c2ccccc12)C(=O)N1CCOCC1,5%,-5,-2,0%,0%,4,6%,-1,-3%,7%
CCOc1ccc2nc(SCC(=O)NCc3ccc(S(N)(=O)=O)cc3)[nH]c2c1,0%,-16,-8,1%,-2%,6,4%,2,6%,1%
CCOc1ccc(/C(C)=N/N2C(=O)C(CC(=O)Nc3ccc(OC)cc3[N+](=O)[O-])SC2=Nc2cccc(C)c2C)cc1 (stereo not drawn),25%,5,-1,9%,-5%,-1,-15%,16,6%,2%
COCCNC(=O)COc1cccc2c1OC(C)(C)C2,-3%,8,6,9%,-5%,nt,-2%,1,4%,3%
Cc1cc(C)cc(CSc2nnc(C)c(=O)[nH]2)c1,-5%,-8,15,14%,6%,3,0%,-1,14%,-1%
Cc1ccc(C)c(OCCC(=O)Nc2cccc(S(=O)(=O)N3CCCC3)c2)c1,-4%,-7,12,-6%,-9%,-3,5%,13,-28%,2%
C=CCn1c(SCC(=O)NC)nnc1C12CC3CC(CC(C3)C1)C2,-4%,31,-75*,4%,-1%,-2,-30%,8,-14%,1%
CCOC(=O)C(Cc1ccccc1)C(=O)Nc1cccc(C)c1 (stereo not drawn),-4%[46.1 µM],13,6,-4%,7%,-26,-3%,85*,16%,-9%
O=[N+]([O-])c1ccc(S(=O)(=O)NCC2CC3CCC2C3)cc1 (stereo not drawn),7%,-1,-19,-2%,-2%,-4,-1%,-2,-8%,0%
O=C(CSc1ncnc2nc[nH]c12)Nc1nnc(SCc2ccc(Cl)c(Cl)c2)s1,-16%,-16,nt,15%,0%,0,-4%,-1,-24%,-9%
COc1ccc(Cl)cc1NC(=S)NCCc1c[nH]c2ccccc12,5%,-27,19,-8%,2%,18,-2%,-4,-9%,-6%
COc1ccc(OCc2cc(C(=O)NCC(C)(C)N3CCOCC3)no2)c(Cl)c1,2%,-9,-3,-8%,-4%,-4,-8%,9,15%,2%
Cc1cc2cc(CNC(=O)NC3CCCCC3)ccc2[nH]1,-7%,2,-7,-12%,1%,-1,-1%,-2,?,1%
CCOc1ccc(CN(C)C(=O)CNC(=O)c2cc(OC)c(OC)c(OC)c2)cc1,0%,0,-40,-2%,2%,-9,13%,-4,-12%,0%
Cc1ccccc1OC(C)C(=O)NCCC1=CCCCC1 (stereo not drawn),-6%,9,13,-1%,2%,11,26%,12,1%,0%
CCOc1ccc(/C=C(/NC(=O)c2ccc(Cl)cc2)C(=O)O)cc1OCC,-1%,-4,-2,4%,-1%,3,-5%,3,-1%,0%
CCn1c(=NC(=O)CSCC(=O)Nc2nccs2)sc2ccccc21,-1%,-5,3,-14%,-1%,-5,0%,1,-28%,2%
O=C(COc1ccc([N+](=O)[O-])cc1)NC(C(=O)O)C(O)c1cccc([N+](=O)[O-])c1 (stereo not drawn),-4%,4,5,1%,-5%,2,1%,1,-15%,3%
CC(C1CC2CCC1C2)n1c(-c2ccco2)n[nH]c1=S (stereo not drawn),-2%,-16,2,-11%,2%,-4,4%,7,-13%,2%
Cc1ccc(C)c2c1cc(C)c1nnc(SCC(=O)c3cccs3)n12,3%[46.1 µM],-1,5,-3%,16%,12,7%,10,2%,2%
N#CCSc1nc2c(cc1C#N)CCCC2,-5%,61,12,-8%,13%,-1,15%,0,?,-1%
CCOC(=O)C1CCCN(C(=O)c2cn(CC)c3ccc(S(=O)(=O)N(C)C)cc3c2=O)C1 (stereo not drawn),-1%,6,0,-9%,-1%,2,5%,0,2%,-1%
CCCCNC(=O)C1C2C=CC3(CN(Cc4ccc(C)cc4)C(=O)C13)O2 (stereo not drawn),-1%,1,-11,-9%,2%,3,1%,1,-11%,1%

# Just Eya2 phos inh, KCNH2 WT inh and TRPV1 agonist (three entries from above):
structure | Eya2 phos inh | KCNH2 WT inh | TRPV1 agonist
Cc1cc2cc(CNC(=O)NC3CCCCC3)ccc2[nH]1 | -12% | -1 | -2
CCOc1ccc(CN(C)C(=O)CNC(=O)c2cc(OC)c(OC)c(OC)c2)cc1 | -2% | -9 | -4
Cc1ccccc1OC(C)C(=O)NCCC1=CCCCC1 (stereo not drawn) | -1% | 11 | 12
